Assay outcomes deposited in PubChem BioAssay by National Center for Advancing Translational Sciences (NCATS).
KB-3-1 tox = qHTS assay for MDR1-selective chemotherapeutics: Primary screen using the parental adenocarcinoma cell KB-3-1; KB-3-1 viability, CellTiter-Glo ATP luminescence, 72 h; Potency, µM (series often up to 46.1 µM), for inactives: at the highest dose activity change, negative = cytotoxic, most hits filed as cytotoxic; 1.4% of 400,000 active; AID 1347075, 2019; further: potency means the concentration at half of the fitted maximal effect; on the % scale 0 is the no-effect control and ±100 the full control effect; nearly all actives have a fitted effect of over 60% in size
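KB-3-1 cells, DMEM (no phenol red) + 10% FBS; compound by pin transfer, 72 h, 37 °C. Readout: CellTiter-Glo luminescence after 10 min. Data normalized, curve-fitted.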
ATXN2 expr inh = Primary qHTS for Inhibitors of ATXN expression. Potency, µM (top dose mostly 57 µM), for the others: at the highest dose activity change, negative = inhibition, hits mostly inhibitors. HEK-293 ATXN2-luciferase reporter, luminescence, 24 h. AID 1745845, 2022. 0.72% of 360,000 active; further: potency means the concentration at half of the fitted maximal effect; on the % scale 0 is the no-effect control and ±100 the full control effect; nearly all actives have a fitted effect of over 55% in size
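qHTS (up to 57 uM final) was run with 24 h compound exposure of reporter cells at 37 °C. Each well was multiplexed: SteadyGlo luminescence measured ATXN2-luciferase expression after a fluorogenic Gly-Phe-AFC viability readout (25 uM final).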
MCF10A rerep = A quantitative high throughput screen for small molecules that induce DNA re-replication in MCF 10a normal breast cells; Potency, µM (top dose mostly 46.1 µM), without a hit: top-dose activity, positive = re-replication, hits mostly activators; 2.9% of 350,000 active; MCF 10A DNA re-replication, Hoechst nuclear intensity, 48 h; AID 624296, 2012; further: potency means the concentration at half of the fitted maximal effect; % of control where 0% means no effect; nearly all actives have a fitted effect of over 50% in size
HT1080-NT tox = qHTS for induction of synthetic lethality in tumor cells producing 2HG: qHTS for the HT-1080-NT fibrosarcoma cell line; Potency, µM (titrated, usually from 46.1 µM), for inactives: at the highest dose activity, negative = less viability, hits mostly cytotoxic; AID 686970, 2013; 1.6% of 360,000 active; HT-1080-NT fibrosarcoma viability, CellTiter-Glo ATP luminescence, 48 h;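 further: NT is the 2HG producing partner of a matched IDH1 knockdown line; potency means the concentration at half of the fitted maximal effect; 0% = DMSO-treated cells and -100% = media-only wells without cells; nearly all actives have a fitted effect of over 55% in size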
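Toxicity toward the 2HG-producing NT line was scored as %Activity, normalised to DMSO and no-cell wells, from CellTiter-Glo luminescence after 48 hours' treatment.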
KB-V1 MDR tox = qHTS assay for MDR1-selective chemotherapeutics: Primary screen using the drug-selected MDR subline cells KB-V1; Potency, µM (highest dose often 46.1 µM), for inactives: at the top dose activity change, negative = cytotoxicity, hits mostly cytotoxic; 3.4% of 400,000 active; KB-V1 MDR cells viability, CellTiter-Glo, 72 h; AID 1347076, 2019; further: potency means the concentration at half of the fitted maximal effect; on the % scale 0 is the no-effect control and ±100 the full control effect; nearly all actives have a fitted effect of over 60% in size
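Potencies derive from concentration-effect curves fitted to normalized luminescence (CellTiter-Glo) of KB-V1 cells treated for 72 h at 37 degrees C in phenol-red-free DMEM containing 10% FBS.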
WRN inhibitor = qHTS for Inhibitors of WRN Helicase; 0.46% of 360,000 active; Bifunctional 3'-5' exonuclease/ATP-dependent helicase WRN (Homo sapiens), Q14191; Potency, µM (highest dose often 114 µM), inactives show at the highest dose activity change, negative = inhibition, hits mostly inhibitors; WRN helicase unwinding, fluorescent forked duplex, kinetic; further: potency means the concentration at half of the fitted maximal effect; on the % scale 0 is the no-effect control and ±100 the full control effect; nearly all actives have a fitted effect of over 55% in size
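WRN at 20 nM final preincubated with compound 15 min at room temperature; reaction started with 100 nM fluorophore/quencher forked duplex oligonucleotide and 2 mM ATP final. Unwinding followed kinetically by red fluorescence (ex 525, em 598 nm).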
HT1080 IDH1KD tx = qHTS for induction of synthetic lethality in tumor cells producing 2HG: qHTS for the HT-1080-IDH1KD cell line | HT-1080 IDH1 knockdown viability, ATP luminescence, 48 h | Potency, µM (top dose mostly 46.1 µM), inactives show at the highest dose activity, negative = toxicity, usual class: cytotoxic | 2% of 360,000 active;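 further: potency means the concentration at half of the fitted maximal effect; 0% = DMSO wells and -100% = cell-free medium wells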
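% activity derives from luminescence (CellTiter-Glo), normalised to DMSO and no-cell wells. HT-1080-IDH1KD cells, 750/well, had 48 h compound exposure at 37 °C.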
IL1B secr inh = qHTS for Inhibitors of Inflammasome Signaling: IL-1-beta AlphaLISA Primary Screen; THP-1 LPS/ATP IL-1B secretion, AlphaLISA, 16 h; stronger effect = lower value; activity change, % at 57.5 µM; 4.7% of 360,000 active; AID 743279, 2014; in the data active means activity change below about -50%; inconclusive means mostly about -30% to -49%; further: on the % scale 0 is the no-effect control and ±100 the full control effect
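THP-1 cells pretreated 1 hr with compounds (up to 57.5 uM final), then stimulated with LPS (250 ng/mL final) plus ATP (1.25 mM final); secreted IL-1B measured by AlphaLISA after 16 hr, decreased signal indicating inhibition.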
SW480 rereplic = A quantitative high throughput screen for small molecules that induce DNA re-replication in SW480 colon adenocarcinoma cells; Potency, µM (highest dose often 46.1 µM), without a hit: at the highest dose re-replication activation, hits mostly activators; SW480 DNA re-replication, Hoechst DNA content imaging, 48 h; 1.8% of 340,000 active; AID 624297, 2012; further: potency means the concentration at half of the fitted maximal effect; % of control where 0% means no effect; nearly all actives have a fitted effect of over 55% in size
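Image-based DNA-content assay: after two days of treatment, nuclei were labelled with the DNA dye Hoechst and imaged, and hits were compounds raising the count of nuclei showing high fluorescence intensity.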
Starred values were filed as active, the others as inactive; i = inactive; ? = inconclusive; . = no result given; [ ] = another dose, or the depositor's remark. Unless noted, the call rests on the fitted dose curve; in most records, active means well fitted curve in the direction sought with a large enough effect; inconclusive means small, poorly fitted or top-dose-only effect, or another doubt; inactive means no such curve, though single readings can be large; an effect the other way counts as inactive or inconclusive. Compounds as they come; any-hit rate near 12%.

Results follow in this order: KB-3-1 tox | ATXN2 expr inh | MCF10A rerep | HT1080-NT tox | KB-V1 MDR tox | WRN inhibitor | HT1080 IDH1KD tx | IL1B secr inh | SW480 rereplic
O=C1CSC(c2ccccc2F)N1c1ccccc1F (stereo not given)
    0% | -1% | 2% | 6% | 20% | 1% | 0% | 11 | -19%
COc1ccc(N=C2O/C(=C/c3sc(=S)n(CC4CCCO4)c3O)N=C2C#N)cc1 (stereo not given)
    ? | -45% | 1% | 0% | -5% | -1% | -20% | -12 | ?
CN(C(=O)COC(=O)Cn1cnc2c1c(=O)n(C)c(=O)n2C)C1(C#N)CCCCC1
    -6% | 7% | 0% | -6% | 17% | -4% | 6% | 13 | 6%
COc1ccc(CNCCC2(O)CC(C)N(C)CC2C)cc1OC (stereo not given)
    1% | -3% | -23% | -9% | 15% | -4%[57.1 µM] | -2% | -27 | 0%
CCOC(=O)C#CC(CCc1ccccc1)OS(N)(=O)=O (stereo not given)
    -5% | 9% | 5.2µM* | -1% | -17% | 0% | -3% | -70* | -2%
CCN(CC)S(=O)(=O)c1cccc(NC(=O)c2cccc(S(=O)(=O)N3CCCC3)c2)c1
    -5% | -17% | ? | -8% | ? | -34% | -18% | -1 | 2%
O=C(CSC1=NS(=O)(=O)c2ccccc2N1)c1ccccc1
    10% | 16% | 0% | -1% | 12% | -9% | 5% | 2 | 2%
CC1(c2nc3ccccc3[nH]2)CCC(=O)N1Cc1ccccn1 (stereo not given)
    0% | 8% | . | 12% | -3% | 0% | 17% | 24 | .
CCn1c(=O)c2sccc2n2c(CCCC(=O)NC3CCN(Cc4ccccc4)CC3)nnc12
    9% | -10% | 0% | 4% | ? | 3% | 0% | 9 | -16%
Fc1ccc(Nc2ccc(-c3ccc(F)cc3)nn2)cc1
    2% | . | 13% | 9% | 5% | -24% | 7% | -27 | -4%
CS(=O)(=O)N1CCN(C(=O)c2cc(-c3ccccc3)nc3ccccc23)CC1
    -6% | 38%[activator] | 15% | -2% | -3% | -16% | 1% | 9 | 0%
O=C(CCC(=O)Nc1ccc(F)cc1)N/N=C/c1ccc(O)cc1O
    5% | -29% | 38% | -13% | 0% | -17% | -18% | 56 | 9.2µM*
CCOC(=O)c1sc(NC(=S)NC(=O)c2ccccc2)nc1C
    11% | 40%[activator] | -3% | 8% | 2% | -5% | 10% | 42 | -13%
C[C@@H]1CCCCO[C@@H](CN(C)S(=O)(=O)c2cn(C)cn2)[C@@H](C)CN([C@H](C)CO)C(=O)c2cc(NC(=O)Nc3ccc(C(F)(F)F)cc3)ccc2O1
    14% | 3% | . | -12% | 12% | 3% | 12% | -7 | .
Cc1ccc(C(=O)OCC(=O)c2c[nH]c3ccccc23)cc1NC(=O)c1ccco1
    -18% | 1% | 4% | -7% | ? | -3% | -12% | ? | 0%
CCCCC(=O)Nc1nnc(CCc2ccccc2)s1
    7% | . | 1% | 4% | -14% | 1% | 0% | 6 | 0%
COc1cc2c3c(c1OC)-c1cc4c(cc1CC3(C#N)N(C(=O)c1ccccc1)CC2)OCO4 (stereo not given)
    -1% | 12% | 10% | 2% | 3.3µM* | -3% | -6% | 11 | 0%
O=C(COC(=O)c1ccc(F)cc1F)Nc1cccnc1Cl
    -2% | 9% | -5% | 1%[9.24 µM] | ? | -1% | 11% | 19 | -12%
COCCNC(=O)C1CCCN(Cc2ccccc2-c2ccccc2)CC1 (stereo not given)
    0% | 18% | . | ? | 6% | -2% | 21% | 22 | .
CC(=O)Nc1ncc(Cc2cc(Cl)ccc2Cl)s1
    9% | . | 19% | -10% | 0% | 3% | -10% | 59 | 0%
CCSc1nc2sc3c(c2c(=O)n1CC)CC(C)(C)OC3
    -21% | -29% | 5% | 12% | -1% | -6% | 11% | -1 | -1%
Cc1ccc(CNC(=O)c2cc(-c3ccccc3C)nn2CC2CC(c3cccnc3)=NO2)cc1 (stereo not given)
    0% | -9% | ? | 4% | 28% | -6% | 4% | -5 | -6%
COc1ccc(CCNC(=O)c2cc3c(=O)n4ccccc4nc3n(CCCN3CCOCC3)c2=N)cc1
    -9% | -38% | ? | -14% | 1% | 19% | -8% | -28 | 8.2µM*
CCOc1ccc(/C(O)=C2/C(=O)C(=O)N(CCN(CC)CC)C2c2cccs2)cc1 (stereo not given)
    -2% | . | 11% | 1% | 23% | -8% | -1% | -9 | -11%
COc1ccc(N(CC(O)CN2CCOCC2)S(=O)(=O)c2ccccc2)cc1 (stereo not given)
    -5% | 6% | 1% | -22% | -17% | -4% | -1% | 13 | -39%[inhibitor]
Cc1ccsc1C(=O)OCC(=O)N(Cc1ccccc1)C(C)C
    ? | 5% | 7% | 6% | 1% | 10% | 5% | 1 | -7%
CC12c3ccccc3C(c3ccccc31)C1C(=O)N(c3ccncc3)C(=O)C12 (stereo not given)
    -2% | -8% | -1% | -17% | 1% | -5% | -23% | 0 | -5%
CC(C)(C)NC(=O)c1cc(-c2ccc3c(c2)OCO3)nc2ccccc12
    ? | 5% | -36% | -6% | ? | -15% | 6% | i | ?
CN1CCN(C(=O)c2cc3c(ccc4ccccc43)oc2=O)CC1
    16% | -4% | -3% | -2% | -6% | 7% | 0% | -10 | 0%
COc1ccc2nc(Nc3nc(-c4ccncc4)cs3)sc2c1
    3% | -4%[2.22 µM] | 7% | -3% | 5% | -2%[57.1 µM] | -1% | ? | -47%[inhibitor][1.84 µM]
CSCC[C@H](NC(=O)N1C[C@H]2C[C@@H](C1)c1cccc(=O)n1C2)C(=O)Nc1ccc(NC(C)=O)cc1
    0% | -13% | -6% | 2% | 0% | 1% | -1% | -23 | ?
CCOc1ccc(N=Nc2c(N)[nH][nH]c2=O)cc1
    0% | 8% | 4% | -9% | -6% | -19% | -21% | -10 | -1%
CCc1ccccc1NC(=O)CC(c1ccc(OC)cc1)n1cccc1 (stereo not given)
    8% | 3% | ? | 3% | 7.3µM* | 8% | 3% | 0 | -52%[inhibitor]
CN(C)CCC(=O)N1c2ccccc2Sc2ccc(C(F)(F)F)cc21
    ? | -15% | ? | 1% | 0% | 0% | 4% | -3 | ?
CCOC(=O)C1=C(CC)OC(N)=C(C#N)C1c1ccc(F)cc1F (stereo not given)
    -6% | -10%[11.3 µM] | 8% | 1% | -29% | -31% | -31% | -22 | -3%
Oc1ccccc1C1SC(c2ccccc2O)SC(c2ccccc2O)S1 (stereo not given)
    ? | 20µM* | 6.5µM* | 15µM* | -6% | -12% | ? | -89* | ?
CCOC(=O)c1c(C(F)(F)F)nc2ncccn12
    8% | -2% | 2% | 3% | 3% | 2% | 8% | 9 | -10%
Cc1ccnc(N2CCC(C(=O)NNC(=O)c3ccccc3C)CC2)n1
    27% | -6% | 18% | 3% | 11% | -3% | -4% | 23 | 0%
COc1ccc(/C=N/OCC(=O)Nc2nc3ccccc3s2)cc1OC
    0% | 9% | -2% | -1% | -2% | 10% | -14% | -50* | 2%
CC(C)(C)C(=O)Oc1cccc(Nc2ncnc3ccccc23)c1
    14% | 7% | -12% | 2% | 15% | 4% | -9% | 13 | ?
COc1ccc(CNC(=O)COC(=O)CO/N=C(\C)c2ccc3c(c2)OCO3)cc1
    2% | -2% | ? | -9% | ? | 7% | -6% | 6 | ?
COc1ccc(C(=O)N/C(=C\c2cccc3ccccc23)C(=O)NCCc2c[nH]c3ccccc23)cc1OC
    24% | 0% | 8% | -1% | -17% | 1% | 0%[9.24 µM] | -18 | -1%
CN(C)/C=N/C(=S)Nc1ccccc1
    14% | 4% | 5% | 5% | 25% | -4% | 3% | 21 | -1%
Cc1ccc(S(=O)(=O)NCC(=O)OC(C(=O)c2ccccc2)c2ccccc2)cc1 (stereo not given)
    2% | 3% | -177%[0.0737 µM] | -6% | -11% | -6% | -12% | 16 | -2%
CCOC(=O)C1CCN(C(=O)Nc2ccc3c(c2)nc(C)n3C)CC1
    1% | 28% | 2% | -1% | 19% | 0% | 5% | -4 | -7%
CC1Sc2ccc(S(=O)(=O)CCC(=O)N(C)Cc3ccccc3)cc2NC1=O (stereo not given)
    -15% | -7% | 1% | -2% | -2% | 1% | -4% | 29 | -25%
Cc1cc(C(=O)CSc2nc(N)cc(N)n2)c(C)n1-c1cccc(F)c1
    1% | 11% | 9% | -6% | ? | -30%[57.1 µM] | -8% | ? | -3%
O=C(CSc1nnnn1-c1ccc(F)cc1)NCc1cccs1
    0% | 8% | -3% | 15% | -26% | 2% | 12% | 4 | -4%
ON=C(CCc1ccccc1)CCc1ccccc1
    -13% | -27% | 7% | 1% | -4% | ? | -1% | ? | 7%
CCCC(=O)OCC1CN(Cc2ccco2)S(=O)(=O)c2c(F)cccc2O1 (stereo not given)
    1% | 2% | 2% | 7% | 2% | -4%[11.6 µM] | 6% | 3 | 0%
CN(C(=O)c1ccccc1)C1c2c(ccc3ccccc23)OCC1CO (stereo not given)
    7% | . | 1% | 3% | 1% | -4% | 4% | 4 | -6%
CCC/C(O)=C1\C(=O)CCCC1=NCCc1ccc(OCC)c(OCC)c1
    -1% | -11% | -4% | -1% | ? | -2% | 11% | 73 | 4%
